# Assay outcomes as filed in PubChem.
# inhibitors of VEEV: inhibitors of VEEV TC-83 cytopathic effect, confirmation, Vero cells (AID 588727); Vero cells, VEEV TC-83 cytopathic effect inhibition; higher % means a stronger effect; one-dose inhibition, % at 20 µM; IC50 in µM for titrated hits; actives 0.13% (n = 350,000); in the data active means a potency from the dose series; inconclusive means inhibition mostly from about 14% at the one dose, without a potency; inactive means the rest, 99 in 100 with inhibition below about 12%; further: strong numbers were not always called active
# tuberculosis growth: growth inhibition of non-replicating M. tuberculosis (AID 488890); actives 0.39% (n = 320,000); one-dose inhibition, % at 25 µM; IC50 in µM for titrated hits; Mycobacterium tuberculosis non-replicating, growth inhibition; higher % means a stronger effect; in the data active means a potency from the dose series; inconclusive means inhibition mostly from about 82% at the one dose, without a potency; inactive means the rest, 99 in 100 with inhibition below about 76%;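 further: plate controls were DMSO cells for no effect and high antibiotic wells for full effect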
# influenza NS1A: H1N1 influenza NS1A inhibitors, functional cell based assay (AID 504329). NS1A functional cell-based assay, percent inhibition; higher % means a stronger effect. inhibition, % at 12.5 µM; hits with a dose series show IC50 in µM. actives 0.3% (n = 340,000); in the data active means a potency from the dose series; inconclusive means inhibition above about 27% without an active follow-up result; further: strong numbers were not always called active
# H37Rv inhibition: M. tuberculosis growth inhibition, HTS (AID 449762). actives 0.59% (n = 330,000). M. tuberculosis H37Rv growth inhibition, 7H9 media; higher % means a stronger effect. inhibition, % at 25 µM, or IC50 in µM where a hit was titrated; in the data active means a potency from the dose series; inconclusive means inhibition above about 70% without an active follow-up result;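 further: bacterial growth assessed after seven days of incubation; strong numbers were not always called active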
# PhoP GFP inhibition: PhoP regulon inhibitors, Salmonella typhi PhoP promoter GFP reporter, confirmatory (AID 1850); Salmonella Typhi PhoP-promoter GFP reporter, fluorescence, 4 h; higher % means a stronger effect; inhibition, % at 50 µM; hits with a dose series show IC50 in µM; actives 0.33% (n = 310,000); in the data active means a potency from the dose series; inconclusive means inhibition mostly from about 25% at the one dose, without a potency; inactive means the rest, 99 in 100 with inhibition below about 19%;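 further: 0% = induced wells with vehicle and 100% = uninduced wells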
# inhibitors of VEEV 10K pilot screen: second read-out of inhibitors of VEEV, no call of its own (marks repeat the call); inhibition, %; measured here: 10K pilot screen inhibition
# The depositor's hits bear a star; i = inactive; ? = inconclusive; · = not tested or not shown.
# Sample of the layout, 4 compounds:
SMILES,inhibitors of VEEV,tuberculosis growth,influenza NS1A,H37Rv inhibition,PhoP GFP inhibition,others
Cc1ccc(C(C(=O)NC2CCCC2)N(C(=O)CCC(=O)Nc2cc(C)on2)c2ccccc2)cc1 (configuration not stated),i,2%,3%,-6%,-4%,
CC1CCCC(NC(=O)COC(=O)/C=C/c2ccc(F)cc2)C1C (configuration not stated),5.4%,0%,-2%,6%,·,
N#CC1(Nc2ccccc2)C(=O)Nc2ccccc21 (configuration not stated),1.0%,-21%,0%,-1%,4%,
O=C(NCC(=O)N1CCN(c2ccccc2)CC1)c1ccccc1,i,-5%,-1%,-1%,-5%,

# This part in full, from the first entry:
SMILES,inhibitors of VEEV,tuberculosis growth,influenza NS1A,H37Rv inhibition,PhoP GFP inhibition,others
Cc1ccc(C(C(=O)NC2CCCC2)N(C(=O)CCC(=O)Nc2cc(C)on2)c2ccccc2)cc1 (configuration not stated),i,2%,3%,-6%,-4%,
CC1CCCC(NC(=O)COC(=O)/C=C/c2ccc(F)cc2)C1C (configuration not stated),5.4%,0%,-2%,6%,·,
N#CC1(Nc2ccccc2)C(=O)Nc2ccccc21 (configuration not stated),1.0%,-21%,0%,-1%,4%,
O=C(NCC(=O)N1CCN(c2ccccc2)CC1)c1ccccc1,i,-5%,-1%,-1%,-5%,
CCOC(=O)N1CCN(Cc2c(F)cccc2Cl)CC1,i,·,-16%,·,6%,
Cn1ncc(SCc2ccccc2)c(Cl)c1=O,i,36%,·,1%,-15%,
COc1ccc(Cl)cc1NC(=O)CN(C)C(=O)C1COc2ccccc2O1 (configuration not stated),8.1%,19%,-2%,3%,·,
COc1cc2c(cc1OC)C(C(=O)Nc1ccc(F)c(Cl)c1)CC(=O)N2 (configuration not stated),0.3%,9%,-2%,-3%,0%,
COc1ccc(Cn2c(-c3ccco3)nc3oc4cc(OC)ccc4c(=O)c3c2=O)cc1,7.1%,?,-11%,0%,5%,
COc1ccc(-c2cccc(-c3cc(=O)oc4ccc(C(C)(C)C)cc34)c2)cc1,i,·,-1%,·,·,

# A draw from above in order of number of heavy atoms, lowest first.
SMILES,inhibitors of VEEV,tuberculosis growth,influenza NS1A,H37Rv inhibition,PhoP GFP inhibition,others
Cn1ncc(SCc2ccccc2)c(Cl)c1=O,i,36%,·,1%,-15%,
N#CC1(Nc2ccccc2)C(=O)Nc2ccccc21 (configuration not stated),1.0%,-21%,0%,-1%,4%,
O=C(NCC(=O)N1CCN(c2ccccc2)CC1)c1ccccc1,i,-5%,-1%,-1%,-5%,

# More results.
SMILES,inhibitors of VEEV,tuberculosis growth,influenza NS1A,H37Rv inhibition,PhoP GFP inhibition,others
C=CCNc1oc(-c2ccc(OC)cc2)nc1C#N,i,15%,7%,4%,4%,
CCN1CCN(C(=O)c2ccc3c(c2)N(Cc2ccc(C)cc2)CCS3)CC1,1.2%,23%,2%,7%,3%,
CCOC(=O)Cc1csc(NC(=O)CSc2nnc(C(C)C)n2CC)n1,1.8%,-8%,-1%,-4%,-8%,
O=C(Nc1ccccc1Cl)C1CC(=O)N(Cc2ccco2)C1 (configuration not stated),1.7%,-4%,1%,-3%,·,
Cc1ccc(S(=O)(=O)Nc2c(C(=O)O)[nH]c3ccccc23)cc1C,3.2%,-13%,5%,-1%,11%,
CC(=O)OCC(OC(C)=O)C(OC(C)=O)C(OC(C)=O)C(=O)Nc1cccc(C)c1 (configuration not stated),2.3%,-10%,-1%,8%,-2%,
CC(=O)Nc1nonc1C(=O)N1CCC(C)CC1,1.6%,-4%,-3%,-4%,10%,
COc1nc(NC2CCCCC2)nc(NC(C)(C)C)n1,3.0%,9%,0%,2%,6%,
CC(NCc1ccccc1Cl)C(O)c1ccccc1 (configuration not stated),i,14%,6%,4%,3%,
N#C/C(=C(/O)COC(=O)c1cccnc1Cl)c1nc2ccccc2[nH]1,4.0%,5%,1%,67%,-1%,
O=C(Cn1cc(C(=O)C2CC2)c2ccccc21)NCc1ccccc1,0.8%,11%,-12%,-5%,-4%,
Fc1ccc(-c2nc(-c3cccs3)[nH]c2-c2ccc(F)cc2)cc1,i,38%,2%,-10%,16%,
Cc1cc(C)cc(NC(=O)CSc2nc3ccccc3nc2N2CCCC2)c1,4.9%,10%,-12%,-6%,11%,inhibitors of VEEV 10K pilot screen=1.0
CC1CCCN(C(=O)COC(=O)CNS(=O)(=O)c2ccc3ccccc3c2)C1 (configuration not stated),0.7%,11%,-2%,-4%,9%,
Cc1ccc(N2C(=O)CSC2c2ccc3c(c2)OCO3)cc1 (configuration not stated),1.0%,26%,-3%,8%,7%,
CCOC(=O)c1cnc2c(CC)cccc2c1NCCCN1CCOCC1,0.1%,5%,-4%,4%,12%,
C[C@]1(O)CCC2C3CC[C@H]4C[C@@H](OC(=O)CNC(=O)CN)CC[C@]4(C)C3CC[C@@]21C (some centres not stated),0.3%,46%,-28%,-3%,·,
CCCCN1C(=O)/C(=C\c2ccco2)C(=O)N(CCc2ccccc2)C1=O,1.5%,29%,-4%,-6%,1%,
CCN(CC)C(=O)c1ccc(NC(=O)c2cccc(F)c2)cc1,i,-8%,1%,1%,0%,
Nc1ccc(Cl)c[n+]1Cc1cccc2cccnc12,0.1%,0%,-22%,-1%,5%,
Cc1ccc(C(=O)NC2CCC(C)CC2)o1 (configuration not stated),0.9%,71%,-1%,29%,-1%,
O=C(CC(c1ccco1)C1CCCCC1=O)c1ccccc1 (configuration not stated),0.8%,23%,2%,44%,8%,
Cc1oc2cc(OC(=O)c3ccco3)ccc2c(=O)c1-c1nc2ccccc2n1C,2.2%,24%,4%,-29%,-4%,
CCC1Nc2ncnc(N3CCCCC3)c2N(Cc2ccc(C)cc2)C1=O (configuration not stated),1.0%,70%,5%,3%,·,
Cc1ccccc1C(=O)N1CCC(C(=O)NN2C(=O)NC3(CCCCC3)C2=O)CC1,1.1%,-20%,3%,7%,·,
O=C(O)Cc1ccc(NC(=O)c2cccc(NC(=O)c3ccco3)c2)cc1,i,-3%,-13%,-3%,-5%,
S=C(NCCc1c[nH]c2ccccc12)NC1CC1,i,22%,-2%,2%,-21%,
CC1CN(Cc2nc3c(c(=O)n(C)c(=O)n3C)n2CCN2CCOCC2)CC(C)O1 (configuration not stated),0.2%,·,4%,·,·,
Cc1ccc(-c2nc3ncccn3c2Nc2ccc3c(c2)OCCO3)o1,1.2%,9%,3%,4%,8%,
CCN(CC)S(=O)(=O)c1cnccc1N1CCN(c2cccc(Cl)c2)CC1,5.9%,11%,3%,-4%,-5%,
COc1ccc(C2=NOC(Cn3nc(C(=O)O)cc3-c3ccccc3)C2)cc1 (configuration not stated),i,-19%,-2%,-11%,4%,
O=C1c2cccnc2C(=O)N1C1CCCCC1,0.1%,-14%,4%,-2%,0%,
CCCCOC(=O)c1ccc(NC(=O)COC(=O)c2ccc3ncsc3c2)cc1,5.0%,29%,-11%,52%,·,
CCN1CCN(c2ccc(N=Cc3ccccc3O)cc2)CC1,i,10%,-5%,-5%,-7%,
CCN(C(=O)/C=C/c1ccc(OC)cc1)C1CCCCC1,2.4%,?,-4%,15%,-6%,
Cc1ccc(S(=O)(=O)N2CCC(C(=O)N[C@H](C(=O)NC3CCS(=O)(=O)C3)C(C)C)CC2)cc1 (some centres not stated),i,1%,11%,-5%,-14%,
COc1ccc(S(=O)(=O)N(C)CC(=O)N2CCC(C(N)=O)CC2)cc1Cl,1.7%,-19%,-2%,-4%,-5%,
CC(C)(CO)NCC(=O)Nc1cc(C(F)(F)F)cc(NC(=O)CNC(C)(C)CO)c1Cl,2.2%,13%,0%,5%,13%,
C/C(=N\NC(=O)c1ccccc1C)c1ccc(NC(=O)c2cccs2)cc1,1.6%,-5%,1%,0%,-13%,
O=C(CCN1CCc2ccccc2C1)Nc1ccc2c(c1)OCO2,i,-8%,2%,-1%,-1%,inhibitors of VEEV 10K pilot screen=0.0
Cn1ncc(Cl)c(Oc2ccccc2)c1=O,i,10%,20%,-1%,-2%,
O=C(CN1C(=O)NC(CCc2ccccc2)C1=O)Nc1cccc(Br)c1 (configuration not stated),5.0%,22%,-16%,-5%,·,
COCCN1C2=C(C(=O)CC(C)(C)C2)C(c2ccc(O)c(OC)c2)C2=C1CC(C)(C)CC2=O,0.3%,19%,3%,-1%,-1%,
CCOC(=O)CNC(=O)CSc1ccc2nnc(-c3cccnc3)n2n1,i,-3%,1%,2%,16%,
Cc1ccc(NC(=O)CN2CCN(S(=O)(=O)c3ccc(F)cc3)CC2)cc1C,3.7%,20%,0%,-8%,·,
CCOc1cccc(CNc2ccc(O)cc2)c1OCc1ccccc1Cl,6.4%,46%,-8%,?,-2%,
Cc1ccc(S(=O)(=O)Cn2nnnc2C(c2ccccc2)N2CCN(c3ncccn3)CC2)cc1 (configuration not stated),4.4%,43%,13%,-9%,0%,
Cc1ccc(NC(=O)CN2C(=O)S/C(=C/c3ccc(-c4cccc(C(=O)O)c4)o3)C2=O)cc1,6.3%,·,-4%,·,·,
CCCC(=O)NC(Nc1ccccc1OC)C(Cl)(Cl)Cl (configuration not stated),i,4%,-7%,1%,-3%,
CC1CN(C2=CC(=O)CCC2)CC(C)O1 (configuration not stated),1.7%,-11%,-2%,-4%,1%,

# Seven records drawn at random from the list so far, as already listed:
SMILES,inhibitors of VEEV,tuberculosis growth,influenza NS1A,H37Rv inhibition,PhoP GFP inhibition,others
Cc1ccc(NC(=O)CN2CCN(S(=O)(=O)c3ccc(F)cc3)CC2)cc1C,3.7%,20%,0%,-8%,·,
O=C(NCC(=O)N1CCN(c2ccccc2)CC1)c1ccccc1,i,-5%,-1%,-1%,-5%,
CCCC(=O)NC(Nc1ccccc1OC)C(Cl)(Cl)Cl (configuration not stated),i,4%,-7%,1%,-3%,
Cc1ccc(S(=O)(=O)Cn2nnnc2C(c2ccccc2)N2CCN(c3ncccn3)CC2)cc1 (configuration not stated),4.4%,43%,13%,-9%,0%,
Cc1ccc(C(=O)NC2CCC(C)CC2)o1 (configuration not stated),0.9%,71%,-1%,29%,-1%,
COc1cc2c(cc1OC)C(C(=O)Nc1ccc(F)c(Cl)c1)CC(=O)N2 (configuration not stated),0.3%,9%,-2%,-3%,0%,
CCOC(=O)c1cnc2c(CC)cccc2c1NCCCN1CCOCC1,0.1%,5%,-4%,4%,12%,

# Later entries
SMILES,inhibitors of VEEV,tuberculosis growth,influenza NS1A,H37Rv inhibition,PhoP GFP inhibition,others
CCc1nnc(NC(=O)CSc2nnc(-c3ccco3)n2CC)s1,i,19%,0%,-7%,8%,
Nc1nc(=S)[nH]c2c1C1(CCCCC1)Cc1ccccc1-2,0.5%,-11%,24%,-6%,-7%,
O=C(COC(=O)c1ccc(S(=O)(=O)N2CCOCC2)cc1)NCc1ccccc1,1.9%,8%,-12%,1%,·,
CC(C)C(=O)N1C2CCC1CC(O)(c1ccc(F)cc1)C2 (configuration not stated),0.8%,2%,-4%,-4%,-2%,
C=C(C)CNC(=S)N/N=C1\CCCCc2ccccc21,1.3%,?,3%,?,-7%,
O=[N+]([O-])c1ccc(S(=O)Cc2ccccc2)c([N+](=O)[O-])c1 (configuration not stated),i,·,4%,·,·,
O=C(CSc1nnc(-c2ccco2)n1Cc1ccco1)N1CCOCC1,1.4%,-6%,-3%,-1%,2%,
COc1cccc(-n2cnc3scc(-c4cccs4)c3c2=O)c1,6.2%,36%,4%,2%,1%,
CC(=O)c1ccc(NC(=O)c2sc3nc(N4CCOCC4)c4c(c3c2N)CCCC4)cc1,3.0%,19%,6%,-2%,-2%,
CCCS(=O)(=O)N1CCC(C(=O)NC2CCCCC2C)CC1 (configuration not stated),0.6%,-5%,1%,-10%,-3%,
CC(C)Cc1nnc(NC(=O)CSc2nc(N)cc(=O)[nH]2)s1,3.9%,6%,-2%,-9%,9%,
COc1ccc(NC(=O)CCCn2c(=O)c3sccc3n(Cc3ccc(C)cc3)c2=O)cc1,i,16%,10%,-3%,1%,inhibitors of VEEV 10K pilot screen=0.0
Cc1cc(-c2n[nH]c(=S)n2CC(C)C)cs1,1.0%,-23%,3%,6%,-1%,
O=C(Nc1ccc2[nH]c(=S)sc2c1)Nc1ccccc1F,0.8%,4%,-6%,1%,29%,
CCc1noc(C)c1C(=O)N1CCC(CCC(=O)Nc2cccc(C)c2)CC1,i,10%,-10%,13%,-9%,
CCCCC(=O)NC(c1ccc(OC)c(OC)c1)c1ccc2cccnc2c1O (configuration not stated),10%,·,11%,·,·,
CCCCCC(=O)NC(=S)NNC(=O)c1ccc([N+](=O)[O-])cc1,1.6%,?,3%,24%,-6%,
CN1CCN(CCC(=O)Nc2cccc(F)c2)CC1,0.2%,-2%,-7%,-4%,-7%,
CC(=O)Nc1nc(C)cs1,0.3%,-3%,0%,-1%,-3%,
